AID inh: blocks human AID cytidine deaminase activity; AID deamination FRET fluorescence, UDG-coupled, 4 h; hit rate 0.32% among 91,000; Potency, µM (titrated, usually from 115 µM), for inactives: at the highest dose activity change, negative = inhibition, usual class: inhibitors; Q9GZX7; note: nearly all actives have a fitted effect of over 25% in size
Target sequence (Q9GZX7 whole entry, looked up): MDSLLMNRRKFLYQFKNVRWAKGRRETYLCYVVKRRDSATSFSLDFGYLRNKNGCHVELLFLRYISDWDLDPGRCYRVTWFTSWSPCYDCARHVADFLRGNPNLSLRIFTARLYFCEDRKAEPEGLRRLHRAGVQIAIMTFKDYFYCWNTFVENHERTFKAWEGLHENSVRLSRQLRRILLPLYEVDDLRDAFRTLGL
UDG counter: UDG inhibition counter-screen. FRET deamination/UDG coupled assay, UDG read, 4 h. Potency, µM (titrated, usually from 115 µM), without a hit: at the highest dose activity change, negative = inhibition, most hits filed as inhibitors. hit rate 0.14% among 91,000; note: nearly all actives have a fitted effect of over 65% in size
An asterisk follows results filed as active; ? = inconclusive; [ ] = dose if it differs, or a comment. Calls come from the whole dose curve; as a rule, active = well fitted curve in the direction sought with a large enough effect; inconclusive = small, poorly fitted or top-dose-only effect, or another doubt; inactive = no such curve, though single readings can be large; an effect the other way counts as inactive or inconclusive. % is set by controls: 0 for no effect and ±100 for the full control effect; potency is the fitted concentration of half-maximal effect. A portion of the library (hit frequency here may not be typical).

SMILES	AID inh	UDG counter
CCN(Cc1ccccc1)C(=O)CN1C(=O)COc2ccc(S(=O)(=O)NC3CCCC3)cc21	3%	-12%[57.5 µM]
O=C(NCc1cccnc1OCc1ccccc1)Nc1nnc(C2CC2)s1	-5%	-7%
CCCNC(=O)c1ccc2c(c1)nc(C)n2-c1cccc(C)c1	1%	6%
CC(C)C(NC(=O)c1cccc(S(=O)(=O)N(C)C)c1)c1ccc2c(c1)OCCCO2 (stereo not drawn)	3%	-1%
O=C(NCC(c1ccccc1)c1ccccc1)c1cc2ccccc2[nH]1	-1%	-3%
O=C(NC1Cc2ccccc2C1)c1ccccc1F	4%	-15%
CS(=O)(=O)CCN1CCN(c2ccccc2O)CC1	15%	5%
CCN(c1ccccc1)S(=O)(=O)c1ccc(C(=O)OC2CCCCC2=O)cc1 (stereo not drawn)	-7%	4%
Cc1ccc(OCCn2c(CN3CCOCC3)nc3scc(-c4cccs4)c3c2=O)cc1	-3%	-1%
Cc1ccc(C)c(C(C)NC(=O)CC23CC4CC(CC(C4)C2)C3)c1 (stereo not drawn)	-8%	-6%
O=C(Nc1cc(Cl)ccc1Cl)c1cc(S(=O)(=O)NCCc2ccccc2)ccc1F	7%	-3%
CC1CCC(NC(=O)c2csc3c2CCC(C)C3)CC1 (stereo not drawn)	0%	-5%
CCC(C)c1ccc2oc(-c3ccc(NC(=O)c4cc5ccccc5o4)cc3)nc2c1 (stereo not drawn)	11%	41%[activator]
CCOc1cc(/C=C2/NC(=O)NC2=O)ccc1OCC(=O)O	6%	4%
COc1ccc(NC(=O)CCc2nc3c(C)nn(-c4ccc(C)cc4)c3n(C)c2=O)c(OC)c1	14%	6%
O=C(Nc1ccccc1F)C(Cc1ccccc1)n1cccc1 (stereo not drawn)	-2%	3%
Cc1c(Cl)cccc1NC(=O)Cn1cc2c(n1)CCCC2	9%	10%
COc1ccc(-n2cc(C(=O)NCc3ccc(Cl)cc3)c3ccccc3c2=O)cc1	-11%	-4%
CCN(CC)CCNCc1ccc(C)s1	0%	-12%
OCC#CC[N+]1(CC#Cc2ccc(C#CC[N+]3(CC#CCO)CCCCC3)cc2)CCCCC1	42%[activator]	-1%

Exported with bars between the fields: entries from further up
canonical_smiles | AID inh | UDG counter
COc1ccc(NC(=O)CCc2nc3c(C)nn(-c4ccc(C)cc4)c3n(C)c2=O)c(OC)c1 | 14% | 6%
CCOc1cc(/C=C2/NC(=O)NC2=O)ccc1OCC(=O)O | 6% | 4%
CCN(Cc1ccccc1)C(=O)CN1C(=O)COc2ccc(S(=O)(=O)NC3CCCC3)cc21 | 3% | -12%[57.5 µM]

(list continues)
SMILES	AID inh	UDG counter
CCn1nc(C(=O)Nc2nc(C)cs2)c2ccccc2c1=O	-3%	-2%
c1ccc2c(C3=NNC(=NC4CCCCC4)SC3)c[nH]c2c1	60%[activator]	-16%
COc1cccc(C(=O)Nc2ccc3nc(N4CCCC4)sc3c2)c1OC	3%	-6%
Cc1ccc(C(=O)NCC(c2ccc3c(c2)OCO3)N2CCN(c3ccc(F)cc3)CC2)cc1 (stereo not drawn)	?	-8%
COc1cccc(N2CCN(S(=O)(=O)c3ccc(-c4cc(C(F)(F)F)on4)s3)CC2)c1	-7%	0%
COC(=O)CCC1CCCNC1 (stereo not drawn)	13%	6%
N#CC1=C(N)OC2=C(C(=O)CCC2)C1c1ccc(-c2ccc(Br)cc2)o1 (stereo not drawn)	12%	-2%
COc1ccc(/C=C/C(=O)OCC2C(COC(=O)/C=C/c3ccc(OC)c(OC)c3)C2(Cl)Cl)cc1OC (stereo not drawn)	2%	2%
NCCCCN1CCCCC1	-3%	-4%
C=CCNC(=S)N/N=C1/C=C(C)CC(C)(C)C1	-3%	1%
CCOc1cc(/C=C(/C#N)c2ccc(OC)c(OC)c2)cc(Br)c1OCCOc1ccc(C)cc1	-3%	-15%
Cc1cc(C)cc(C(=O)NCC(=O)O)c1	-2%	1%
Cc1ccc(C(=O)c2ccccc2C(=O)OCc2c(Cl)cccc2Cl)cc1	-6%	0%
O=S(=O)(NCCc1csc2nc(-c3ccc(F)cc3)nn12)c1ccc(Br)cc1	-2%	3%[57.5 µM]
COc1cccc(C(=O)OCc2nc(-c3ccc(OC(F)(F)F)cc3)no2)c1	-18%	4%
COc1cccc2c1cc1c(=O)n(CC(=O)N3CCN(c4cccc(Cl)c4)CC3)nc(C)n12	0%	-3%
CC(Cl)C(=O)c1ccc(C(C)(C)C)cc1 (stereo not drawn)	0%	2%
CCCNC(=O)c1cccc(CNCc2ccc(F)cc2)c1	-5%	-8%
Cc1cccc(N(CC(=O)NCCSCc2cccc(Cl)c2)S(=O)(=O)c2ccccc2)c1C	?	-6%
O=C(NCCc1ccccc1)c1[nH]c2ccccc2c1Cl	5%	14%
CN(C)CCCNC(=O)CNc1nc(Cl)nc2nc[nH]c12	0%	37%[activator]
COc1ccc(CNC(=O)CN(C)S(=O)(=O)c2ccc3nc(C)sc3c2)cc1	8%	-2%
CNS(=O)(=O)c1ccc(OC)c(-c2nnc3c4ccccc4c(C)nn23)c1	3%	2%
CCCCn1c(N)c(N(CC)C(=O)c2cc(CCC)c(C)s2)c(=O)[nH]c1=O	-1%	-4%
COc1cc2c(=O)n(-c3ccccc3)c(=O)n(CC(=O)Nc3ccc(C)cc3)c2cc1OC	0%	3%
CCCCNC(=O)N[C@H](Cc1ccccc1)C(=O)O	6%	8%
CCn1c(COc2cc(C)ccc2Cl)n[nH]c1=S	-6%	-5%
COCCNc1oc(-c2ccc(S(=O)(=O)N3CCCC3)cc2)nc1C#N	4%	4%
COC(=O)C1=C(C)NC(=O)NC1c1cn(-c2ccccc2)nc1-c1ccc(OC)c(Cl)c1 (stereo not drawn)	-22%	-21%
CCC(=O)N1CCc2cc(Br)cc(S(=O)(=O)NCc3cccc(OC)c3)c21	3%	4%
Cn1c(=O)c2c(SCC(=O)NCC3CCCO3)nc(-c3ccccc3F)nc2n(C)c1=O (stereo not drawn)	5%	11%
Cc1ccc(-c2cn3c(n2)sc2cc(C(=O)NC(C)C45CC6CC(CC(C6)C4)C5)ccc23)cc1 (stereo not drawn)	-2%	0%
O=[N+]([O-])c1cc(C(F)(F)F)ccc1NC(c1ccccc1)c1ccccn1 (stereo not drawn)	-21%	-9%
Cc1ccc(NC(=O)Cn2c(=O)nc(-c3ccccc3)c3ccccc32)cc1	12%	0%
CCCCNC(=O)CN1C(=O)CSc2ccc(S(=O)(=O)N3CCC(C)CC3)cc21	-26%	-3%
Fc1ccc(-c2noc3ncnc(N4CCN(c5ccccc5)CC4)c23)cc1	?	-8%
Cc1cccc(CNC(=O)C2CCN(S(=O)(=O)c3ccc4c(c3)CCCN4C(=O)C3CCC3)CC2)c1	-19%	-14%
Cc1cccc(C(=O)N2CCN(c3oc(-c4ccco4)nc3C#N)CC2)c1	-13%	6%
CCOCCCn1c(=N)c(C(=O)NCc2ccco2)cc2c(=O)n3ccccc3nc21	15%	4%
CC(C1CC1)N(Cc1ccccc1)C(=O)CSc1cc(C(N)=O)c2ccccc2n1 (stereo not drawn)	-11%	-4%
Cc1ccc(CNC(=O)c2cc(=O)c3cc(C)c(C)cc3o2)cc1	-12%[57.5 µM]	-9%[57.5 µM]
CNC(=O)C(O)C(O)C(=O)NC (stereo not drawn)	9%	-2%
CCOC(=O)c1cc(-c2ccc(C)cc2)n(CC(=O)Nc2ccc(OC)c(Cl)c2)c1C	16%	0%
Cc1oc(-c2ccc(C(=O)NCCc3ccc(Cl)cc3)cc2)nc1CSc1ccccc1	11%	-1%
Cc1[nH]c2ccc(F)cc2c1CCN(Cc1ccncc1)C(=S)NC(C)(C)C	-2%	-4%
CC(C)C(C)(C#N)NC(=O)CNc1cccc(-c2nnnn2C)c1 (stereo not drawn)	-1%	-1%
Cc1ccccc1CNC(=O)C(=O)NCC(c1ccco1)S(=O)(=O)c1ccccc1 (stereo not drawn)	-9%	3%[57.5 µM]
CCCC1CCC(c2ccc(C#N)c(=O)[nH]2)CC1 (stereo not drawn)	-2%	9%
COc1ccccc1NC(=O)Cn1c(=O)n(CCC(=O)NCC2CCCO2)c(=O)c2cc(OC)c(OC)cc21 (stereo not drawn)	-11%	-9%
CCc1ccc(C2CC(=O)NC3=C2C(=O)CC(C)(C)C3)cc1 (stereo not drawn)	-1%	-7%
CCCOc1ccc(C(=O)Nc2ccc3oc(-c4cccc(Cl)c4Cl)nc3c2)cc1	13%	-6%
Cc1ccc2c(=O)cc(C(=O)Nc3c(C)n(C)n(-c4ccccc4)c3=O)oc2c1	26%[57.5 µM]	10%[57.5 µM]
C=CCOC(=O)C(NC(=O)c1ccccc1)=C(C)C	-4%	-2%
CCOC(=O)c1sc(Nc2cccc(C)c2)nc1C(F)(F)F	-5%	5%
COc1ccccc1-c1noc(CCC(=O)Nc2ccc(C)cc2C)n1	2%	-6%
CC(C)(CC(=O)O)CC(=O)Nc1ccccc1	4%	3%
CCOc1ccc(CNC2CCCc3ccccc32)cc1 (stereo not drawn)	-12%	-12%
COc1ccc(OC)c(S(=O)(=O)NCc2ccc3c(c2)CCN3C(=O)c2cccc(C)c2)c1	-2%	-7%[57.5 µM]
O=C(CCS(=O)(=O)C/C=C/c1ccccc1)Nc1ccc(F)cc1	-4%	-4%
N#Cc1ccc(OCCSC2=NCCS2)cc1	2%	-3%

(more compounds)
SMILES	AID inh	UDG counter
Brc1ccc(-c2cc3c(N4CCN(c5ccccc5)CC4)nccn3n2)cc1	6%	-5%
CN(C(=O)c1c(Cl)c2ccccc2n1C)c1ccccc1	3%	4%
CC1(C)CC(N=Cc2ccccc2O)CC(C)(C)N1	1%	6%
COc1ccc(-c2cc(OC(=O)c3cccc(Cl)c3)c3c(C)oc(C)c3c(=O)c2)cc1	28%	10%
COc1ccc(/C=C/C(=O)c2cccc(N)c2)cc1	-16%	-17%
COc1ccc(NC(=O)CSc2nccn2Cc2ccco2)cc1OC	6%	1%
CC(C)(C)c1ccc(C(=O)C(=O)N(Cc2cccs2)C2CC2)cc1	-16%	-6%
O=C(c1cccc(F)c1)N1CCN(Cc2cc(=O)n3ccsc3n2)CC1	4%	-3%
CC(C)(C)c1ccc(OCCC(=O)Nc2ccc(N3CCOCC3)cc2)cc1	4%	6%
O=C(CSc1c2c(nc3ccccc13)CCC2)Nc1ccc(F)cc1F	-14%	0%[57.5 µM]
Cc1ccccc1NC(=O)c1c(C)oc2ccc(O)c(CN3CCN(C)CC3)c12	18%	-23%
Cc1ccc(S(=O)(=O)NCc2ccc(N3CCCC3)nc2)cc1C	-7%	-6%
CSc1ccccc1NC(=O)CC(C)(C)CC(=O)O	0%	2%
Cc1ccc(NC(=O)c2ccc(S(=O)(=O)NCC(C)O)cc2)cc1Cl (stereo not drawn)	5%	1%
CC(C)(C)C(=O)/C=c1/[nH]c(=O)/c(=C\c2ccccc2OC(F)(F)F)s1	-5%	-4%
CC(=O)N1CCC(N(Cc2ccco2)C(=O)Nc2ccc(Br)cc2F)CC1	16%	-10%
O=C(/C=C/c1ccc(OCc2ccccc2)cc1)c1ccccc1	-17%	-2%
COC(=O)COc1ccc2c(=O)c(Oc3ccc(Br)cc3)c(C)oc2c1	-5%	4%
CCOc1ccccc1CNC	8%	7%
CCOc1cc([C@H]2[C@@H]3CCCC[C@]3(O)CCN2Cc2ccccc2F)ccc1O	10%	4%

Reprinted at random: four compounds from above
SMILES	AID inh	UDG counter
CCOc1ccccc1CNC	8%	7%
Cc1ccccc1NC(=O)c1c(C)oc2ccc(O)c(CN3CCN(C)CC3)c12	18%	-23%
Brc1ccc(-c2cc3c(N4CCN(c5ccccc5)CC4)nccn3n2)cc1	6%	-5%
O=C(CSc1c2c(nc3ccccc13)CCC2)Nc1ccc(F)cc1F	-14%	0%[57.5 µM]

(continued)
SMILES	AID inh	UDG counter
Cc1cccc(N2CCN(C(=O)C3CCC(CNS(=O)(=O)c4ccc(Br)s4)CC3)CC2)c1C (stereo not drawn)	-8%	-11%[57.5 µM]
Clc1ccc(C2CC(c3ccc(Br)cc3)=NO2)cc1 (stereo not drawn)	8%	6%
C=CCOc1cccc(NC(=O)C2CC2)c1	22%	6%
CCCOc1ccc(/C=C(/C#N)c2nc3ccccc3[nH]2)c(OCCC)c1	6%	8%
COc1ccc(-c2coc3cc(OC(=O)c4ccccc4)ccc3c2=O)cc1OC	-2%	-4%
Cc1cccc(NC(=O)CN(C)C(=O)CCc2ncc(-c3ccccc3F)o2)c1C	-11%	12%
CCc1nc2cccnc2n1-c1ccc(CC(=O)Nc2ccccc2Cl)cc1	-4%	-11%
Fc1ccccc1N1CCN(c2nnc(C(F)(F)F)c3nnn(Cc4ccccc4)c23)CC1	-28%	-7%[57.5 µM]
CC(C)CC(=O)OCc1cc(=O)n2nc(C3CCCCC3)sc2n1	-12%	3%
CCCc1ccc(-c2ccc(C(=O)Oc3ccc(Br)cc3)cc2)nc1	-23%	-17%
CC(=O)Nc1cc(NC(=O)C2(C)CC2(Cl)Cl)ccc1C (stereo not drawn)	8%	6%
CCN1CCN(C(c2ccc(OC)cc2)c2c(O)cc(C)n(Cc3ccco3)c2=O)CC1 (stereo not drawn)	-5%	?
CCCNC(=O)CCCN1C(=O)CCn2nc(-c3cccn3C)cc21	32%[activator]	6%
COc1ccccc1CNC(=O)CC(c1ccc(OC)c(OC)c1)N1Cc2ccccc2C1=O (stereo not drawn)	?	-1%

Structures shown so far containing a CF3 group, in the order listed:
SMILES	AID inh	UDG counter
COc1cccc(N2CCN(S(=O)(=O)c3ccc(-c4cc(C(F)(F)F)on4)s3)CC2)c1	-7%	0%
COc1cccc(C(=O)OCc2nc(-c3ccc(OC(F)(F)F)cc3)no2)c1	-18%	4%
O=[N+]([O-])c1cc(C(F)(F)F)ccc1NC(c1ccccc1)c1ccccn1 (stereo not drawn)	-21%	-9%
CCOC(=O)c1sc(Nc2cccc(C)c2)nc1C(F)(F)F	-5%	5%
CC(C)(C)C(=O)/C=c1/[nH]c(=O)/c(=C\c2ccccc2OC(F)(F)F)s1	-5%	-4%
Fc1ccccc1N1CCN(c2nnc(C(F)(F)F)c3nnn(Cc4ccccc4)c23)CC1	-28%	-7%[57.5 µM]
